Assay outcomes: PubChem BioAssay, National Center for Advancing Translational Sciences (NCATS)
BLM helicase inh – qHTS Assay for Inhibitors of Bloom's syndrome helicase (BLM) | recombinant BLM DNA unwinding, fluorescence dequenching | 0.2% of 350,000 active | RecQ-like DNA helicase BLM (Homo sapiens), P54132 | Potency, µM (titrated, usually from 56.1 µM), inactives show at the highest dose activity change, negative = inhibition, actives largely listed as inhibitors;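 also: potency is read from the fitted curve at half-maximal effect; plate controls were vehicle for no effect and no enzyme for full effect; nearly all actives have a fitted effect of over 35% in size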
POLK inh – qHTS for Inhibitors of Polymerase Kappa | purified Pol kappa, fluorescent DNA synthesis assay, 10 min | Potency, µM (doses to about 107 µM), without a hit: at the top dose activity, negative = inhibition, hits mostly inhibitors | DNA polymerase kappa (Homo sapiens), Q9UBT6 | 0.53% of 400,000 active | AID 588579, 2011; also: potency is read from the fitted curve at half-maximal effect; % is scaled to controls: 0 for no effect and ±100 for the full control effect
Target sequence (Q9UBT6 whole entry, looked up): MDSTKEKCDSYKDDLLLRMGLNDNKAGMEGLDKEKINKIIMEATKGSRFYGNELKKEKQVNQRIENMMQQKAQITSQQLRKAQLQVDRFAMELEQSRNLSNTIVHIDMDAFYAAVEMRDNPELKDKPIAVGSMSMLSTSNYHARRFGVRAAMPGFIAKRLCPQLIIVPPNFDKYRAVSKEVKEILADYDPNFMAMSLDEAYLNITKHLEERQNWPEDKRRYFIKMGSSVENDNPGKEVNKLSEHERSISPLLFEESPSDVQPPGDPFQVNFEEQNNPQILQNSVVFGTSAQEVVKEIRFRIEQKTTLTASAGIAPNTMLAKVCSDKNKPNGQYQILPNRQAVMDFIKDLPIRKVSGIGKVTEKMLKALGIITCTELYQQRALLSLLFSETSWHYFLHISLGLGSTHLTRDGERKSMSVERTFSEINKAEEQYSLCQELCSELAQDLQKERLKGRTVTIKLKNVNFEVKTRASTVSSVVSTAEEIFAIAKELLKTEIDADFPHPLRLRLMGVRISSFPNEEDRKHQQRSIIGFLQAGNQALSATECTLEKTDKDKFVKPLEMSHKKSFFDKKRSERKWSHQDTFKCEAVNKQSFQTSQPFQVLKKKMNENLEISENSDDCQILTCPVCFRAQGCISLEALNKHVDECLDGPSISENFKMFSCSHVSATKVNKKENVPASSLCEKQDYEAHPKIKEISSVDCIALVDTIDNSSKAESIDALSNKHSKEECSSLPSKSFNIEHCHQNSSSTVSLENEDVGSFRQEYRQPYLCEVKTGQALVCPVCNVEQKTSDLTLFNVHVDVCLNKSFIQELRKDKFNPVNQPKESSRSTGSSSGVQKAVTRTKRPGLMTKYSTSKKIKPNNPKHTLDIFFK
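10 nM Pol kappa was preincubated with compounds for 15 min at room temperature. Reaction started with 50 nM (final) substrate. Fluorescence read kinetically at 0 and 10 min.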
Pol eta inh – qHTS for Inhibitors of Polymerase Eta | Potency, µM (highest dose often 114 µM), for inactives: at the highest dose activity change, negative = inhibition, most hits filed as inhibitors | 1.2% of 390,000 active | DNA polymerase eta (Homo sapiens), Q9Y253 | recombinant Pol eta, fluorescent DNA replication assay; also: potency is read from the fitted curve at half-maximal effect; % is scaled to controls: 0 for no effect and ±100 for the full control effect
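Pol eta at 10 nM preincubated with compounds 15 min at room temperature; reaction started with fluorescent substrate (50 nM final) and read kinetically at 0 and 10 min.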
Pol iota inh – qHTS for Inhibitors of Polymerase Iota | 1% of 390,000 active | DNA polymerase iota (Homo sapiens), Q9UNA4 | Pol iota fluorescent replication assay, 10 min | Potency, µM (highest dose often 115 µM), inactives show at the top dose activity, negative = inhibition, usual class: inhibitors; also: potency is read from the fitted curve at half-maximal effect
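Fluorescent replication assay read twice, at 0 min and 10 min after adding 50 nM (final) substrate. Enzyme (10 nM) and compounds were first incubated 15 min at room temperature; enzyme-free buffer wells were negative controls.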
POLB inh – qHTS Assay for Inhibitors of DNA Polymerase Beta | P06746 | Pol beta primer extension/strand displacement, fluorescence kinetic | Potency, µM (series often up to 114 µM), inactives show top-dose activity change, negative = inhibition, most hits filed as inhibitors | 1.3% of 340,000 active; also: potency is read from the fitted curve at half-maximal effect; % is scaled to controls: 0 for no effect and ±100 for the full control effect
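Values derive from four-parameter Hill fits of normalized kinetic data: reads at 0 and 10 min following addition of 50 nM substrate to 10 nM Pol beta preincubated 15 min with compound.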
Anesthetic bind – qHTS Assay for Identification of Novel General Anesthetics | AID 485281, 2010 | Potency, µM (series often up to 77.5 µM), without a hit: top-dose activity change, negative = displacement, actives largely listed as inhibitors | apoferritin/1-aminoanthracene competitive binding, fluorescence | 0.074% of 350,000 active | Ferritin light chain (Equus caballus), P02791; also: potency is read from the fitted curve at half-maximal effect; % is scaled to controls: 0 for no effect and ±100 for the full control effect; nearly all actives have a fitted effect of over 20% in size
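In PBS, apoferritin at 10 uM is loaded with 1-AMA from a 50% saturated solution. After 10 min of compound exposure at ambient temperature, reduced 535 nm fluorescence indicates probe displacement.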
APEX1 inh – qHTS Assay for Inhibitors of the Human Apurinic/apyrimidinic Endonuclease 1 (APE1); DNA repair nuclease/redox regulator APEX1 (Homo sapiens), P27695; recombinant APE1, TAMRA/BHQ-2 abasic DNA cleavage fluorescence; Potency, µM (top dose mostly 65.8 µM), inactives show at the top dose activity change, negative = inhibition, hits mostly inhibitors; 0.35% of 350,000 active; AID 2517, 2012;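 also: potency is read from the fitted curve at half-maximal effect; plate controls were vehicle for no effect and reference inhibitor for full effect; nearly all actives have a fitted effect of over 55% in size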
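Measures dequenching upon AP-site incision of a 5'-TAMRA/3'-BHQ-2 THF-containing duplex, 50 nM; human APE1 0.75 nM after 15 min room-temperature exposure to compound; kinetic three-point read at one-minute spacing.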
PGK inhibitor – qHTS Assay to Find Inhibitors of Phosphoglycerate Kinase; Phosphoglycerate kinase, glycosomal (Trypanosoma brucei brucei), P07378; PGK/GAPDH coupled, Kinase-Glo luminescence, 60 min; Potency, µM (titrated, usually from 57.5 µM), for the others: at the top dose activity change, negative = inhibition, hits mostly inhibitors; 0.043% of 380,000 active; AID 602233, 2012; also: potency is read from the fitted curve at half-maximal effect; % is scaled to controls: 0 for no effect and ±100 for the full control effect; nearly all actives have a fitted effect of over 60% in size
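Recombinant glycosomal PGK reaction used 1,3-bisphosphoglycerate generated in-well by GAPDH (100nM final) in 100mM TEA pH 7.6, 5mM MgCl2, 0.01% Tween-20. After 60 minutes at room temperature, ATP was read by Kinase-Glo Plus luminescence end-point.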
RXFP1 antagonist – qHTS Assay for Antagonists of the Relaxin Receptor RXFP1; 0.59% of 350,000 active; Relaxin receptor 1 (Homo sapiens), Q9HBX9; HEK293-RXFP1, relaxin-stimulated cAMP HTRF, 30 min; hits give low values; activity change, negative = inhibition, % at 57.5 µM;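 active = activity change of -60% or lower, but not beyond a set lower limit; inconclusive = change between -60% and -40%, or beyond the set limit; inactive = change above -40%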; also: % is scaled to controls: 0 for no effect and ±100 for the full control effect
Active calls of the source: *; i = inactive; u = inconclusive; x = no result given; & = joins results of further samples; [ ] = dose if it differs, or a comment. Unless noted, calls follow the shape of the dose curve; as a rule, active = well fitted curve in the direction sought with a large enough effect; inconclusive = small, poorly fitted or top-dose-only effect, or another doubt; inactive = no such curve, though single readings can be large; an effect the other way counts as inactive or inconclusive. The list is partial, so the mix of outcomes need not match the whole.

Values in the order: BLM helicase inh	POLK inh	Pol eta inh	Pol iota inh	POLB inh	Anesthetic bind	APEX1 inh	PGK inhibitor	RXFP1 antagonist
Cc1onc(-c2ccccc2)c1C(=O)N1CCN(S(=O)(=O)c2ccccc2C(F)(F)F)CC1
  -1%	-13%	-11%	58%[activator]	-1%	-1%	35%[12.4 µM]	-8%	3
CCC1=NN2C(=N)/C(=C\c3cccn3-c3ccc(C)cc3C)C(=O)N=C2S1
  -23%	-26%	50µM*	u	40µM*	u	-9%	-4%	5
Cc1cc(C)n(NC(=S)NC2CCCC2)c(=O)c1C#N
  1%	-8%	-9%	-7%	-2%	-2%	0%	-10%	-14
Cc1cccc(Nc2nc(N)nc(CN3CCN(c4ccccc4)CC3)n2)c1
  -6%	-2%	1%	1%	-12%	-15%	-1%	-1%	-19
O=C(Oc1ccc2c(c1)O/C(=C\c1ccncc1)C2=O)c1cccs1
  -4%	-4%	u	u	7%	66%[activator]	13%	i	-22
COc1ccc(NC(=O)C(=O)NCc2ccco2)cc1
  -2%	-7%	1%	14%	-4%	-2%	x	-9%	-4
Cn1nccc1C(=O)Nc1ccc(OC(=O)c2ccnn2C)cc1
  -2%	-7%	-5%	u	11%	-8%	-2%	x	-2
CCOC(=O)c1c(C)n(-c2ccc(C)cc2)c2ccc(OCC(O)CN3CCN(C)CC3)cc12 (stereo not given)
  5%	9%	-16%	58%[activator]	28%	-16%	14%	i	-86*
CCCc1nnc(NC(=O)c2cc(=O)c3cc(C)c(C)cc3o2)s1
  0%	15%	5%	4%	29%	-15%	x	-2%	-7
Cc1cccc(N2CCN(C(=O)CCn3c(=S)[nH]c4cc5c(cc4c3=O)OCO5)CC2C)c1 (stereo not given)
  2%	9%	-7%	24%	-26%	-10%	1%	-4%	-77*
Cn1cccc1/C=N/N1CCN(Cc2ccccc2Cl)CC1
  -2%	-20%	-22%	11%	1%	-11%	-1%	-8%	6
O=C(CCNC(=O)c1ccc(Br)cc1)Nc1ccccc1N1CCOCC1
  x	-1%	-17%	-2%	x	x	14%	-8%	-12
O=C(CCN1C(=O)/C(=C\c2ccco2)SC1=S)Nc1ccc(C(=O)O)c(O)c1
  -8%	20µM*	8.9µM*	-93%	100µM*	-12%	u	-21%	-5
CN1CCN(C(=O)/C(=C/c2cccc([N+](=O)[O-])c2)NC(=O)c2ccccc2)CC1
  -2%	0%	-27%	113%[activator]	-16%	-7%	23%	-1%	7
C=CCNc1ncnc2c1cnn2-c1ccc(Cl)cc1
  1%	-6%	-2%	27%	1%	-13%	-4%	-4%	x
CCOC(=O)C(NC(C)=O)C(OC(C)=O)c1cccc([N+](=O)[O-])c1 (stereo not given)
  1%	3%	-13%	-4%	28%	-3%	-1%	0%	-1
Cc1cnc(C(=O)Nc2ccc(F)c(F)c2)cn1
  -1%	-2%	2%	u	-12%	4%	3%	-6%	3
CC1CC(C)(C)NC(C)c2ccccc21 (stereo not given)
  -2%	-15%	-5%	8%	34%	-2%	-3%	2%	2
COC(=O)C1(C)NC(c2ccc(F)cc2)C2C(=O)N(c3ccccc3)C(=O)C21 (stereo not given)
  -4%	-14%	4%	11%	12%	-18%	4%	-1%	2
CCN(C(=O)COC(=O)CNC(=O)c1cccs1)c1c(N)n(Cc2ccccc2)c(=O)[nH]c1=O
  x	-8%	-10%	u	x	x	x	0%	9
C=C1CCN(C(Cc2ccccc2)C(=O)NC2CCN(Cc3ccccc3)CC2)S(=O)(=O)c2ccccc21 (stereo not given)
  -4%	7%	x	20%	x	-19%	1%	x	x
CC(=O)c1ccccc1OCC(O)CNC1CCCC1 (stereo not given)
  2%	-8%	-9%	49%[activator]	58%[activator]	2%	-6%	-8%	3
Cn1c(=O)c2nc(SCC(=O)Nc3ccc(OC(F)(F)F)cc3)n(C)c2n(C)c1=O
  1%	2%[60.1 µM]	-16%	20%	-2%	-4%	x	-1%	-7
COC(=O)c1cccc(NC(=O)C2C3CCC(C3)C2C(=O)O)c1 (stereo not given)
  1%	-5%	-4%	10%	-17%	u	2%	8%	-20
Cc1nn(C(C)(C)C)c(NC(=O)c2ccc(Cl)cc2)c1Br
  2%	-4%	13%	7%	-18%	-12%	-2%	-1%	-10
CC1CCN(S(=O)(=O)c2nnc(NC(=O)c3cccc(Br)c3)s2)CC1
  -3%	-8%	-1%	-10%	1%	-7%	x	-3%	-8
O=C(CSc1ccc(Cl)cc1)Nc1ccc(-c2nc3ccccc3[nH]2)cc1
  -11%	-16%	u	-44%	32µM*	4%	-6%	-7%	-18
COc1ccc(C)cc1NC(=O)CN1CCCN(S(=O)(=O)c2ccc(Br)cc2)CC1
  -6%&-6%	0%&-3%	u	46%&14%[activator]	1%&9%	50%&27%[activator]	-19%	-1%	7&-9
COc1cccc(S(=O)(=O)Nc2ccc(C(=O)Nc3ccncc3)cc2)c1
  1%	-3%	-22%	-11%	21%	-8%	-4%	3%	x
C#CCOCCOCCOCCNc1nc(N2CCN(C(=O)[C@H](CCC(=O)O)n3cc(C(N)CO)nn3)CC2)nc(N2CCN(C(=O)[C@H](CCCCN)n3cc(C(N)[C@H](C)CC)nn3)CC2)n1 (stereo not given in full)
  16%	x	x	x	-5%	1%	5%	x	x

Additional compounds.
Molecule	BLM helicase inh	POLK inh	Pol eta inh	Pol iota inh	POLB inh	Anesthetic bind	APEX1 inh	PGK inhibitor	RXFP1 antagonist
COc1ccc(CNC(=O)C2CCCN2S(=O)(=O)c2ccccc2)cc1 (stereo not given)	-2%	-1%	9%	30%[activator]	3%	-5%	3%	x	4
Cc1cc(C)cc(C(=O)Nc2ccc(NC(=O)Cc3ccccc3)cc2)c1	-3%	-8%	-26%	45%[activator]	39%	-1%	-2%	-10%	-1
c1cncc(-c2cncnc2-n2ccnc2)c1	-4%	-8%[60.1 µM]	x	x	x	-10%	4%	x	x
CCOC(=O)c1c(C(=O)OCC)c(C)n(N2C(=O)CSC2=S)c1C	-2%	-18%	-14%	u	-3%	-4%	9%	-10%	-15
O=C(Nc1cccc(C2=NCCN2)c1)Nc1cccc(C2=NCCN2)c1	126%[activator]	7.5µM*	22µM*	10%	x	x	x	3%	2
O=C(Nc1cccc(C(F)(F)F)c1)c1cccc(NS(=O)(=O)c2ccc(Br)c(C(=O)O)c2)c1	4%	-3%	-1%	147%[activator]	1%	-13%	0%	i	-18
Cc1nn(CC(C)C)c(=S)[nH]c1=O	-2%	4%	-8%	2%	1%	6%	-1%	i	-3
O=C(CNC(=O)Cc1ccccc1)NCC(=O)OCc1ccccc1	1%	-8%	-18%	3%	16%	-4%	-5%	-4%	-7
CCOC(=O)c1c(NC(=O)CN2C(=O)NC3(CCCCC3C)C2=O)sc(C(=O)N(C)C)c1C (stereo not given)	x	-1%	-18%	32%[activator]	x	x	-7%	i	-14
COc1ccccc1Oc1ncnc2c1cnn2-c1ccccc1	-5%	-7%	-9%	39%[activator]	23%	-2%	-2%	-7%	4
CC(C)c1nnc(NC(=O)Cc2cccs2)s1	5%	-3%	-13%	-14%	12%	-7%	0%	-5%	8
COc1ccc(-c2csc(-c3c(N)c(C(=O)c4ccccc4)n4ccccc34)n2)cc1	-2%	1%	-22%	28%	19%	19%	x	4%	6

Three of the compounds above, with each value named:
> Cc1nn(CC(C)C)c(=S)[nH]c1=O
  BLM helicase inh = -2% | POLK inh = 4% | Pol eta inh = -8% | Pol iota inh = 2% | POLB inh = 1% | Anesthetic bind = 6% | APEX1 inh = -1% | PGK inhibitor = i | RXFP1 antagonist = -3
> O=C(CNC(=O)Cc1ccccc1)NCC(=O)OCc1ccccc1
  BLM helicase inh = 1% | POLK inh = -8% | Pol eta inh = -18% | Pol iota inh = 3% | POLB inh = 16% | Anesthetic bind = -4% | APEX1 inh = -5% | PGK inhibitor = -4% | RXFP1 antagonist = -7
> CCOC(=O)c1c(NC(=O)CN2C(=O)NC3(CCCCC3C)C2=O)sc(C(=O)N(C)C)c1C (stereo not given)
  BLM helicase inh = x | POLK inh = -1% | Pol eta inh = -18% | Pol iota inh = 32%[activator] | POLB inh = x | Anesthetic bind = x | APEX1 inh = -7% | PGK inhibitor = i | RXFP1 antagonist = -14
